# PfM18AAP inh: PfM18AAP inhibitors, malaria aminopeptidase, primary screen, biochemical, QFRET, recombinant enzyme; inhibition, % at 7.35 µM; H-Glu-NHMec fluorogenic cleavage; 290,000 tested, 1.2% active; M18 aspartyl aminopeptidase (Plasmodium falciparum 3D7);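 active = inhibition above the campaign mean inhibition over all tested compounds plus 3 SD, cut at about 28% in these data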;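 note: 0% = plate median of test compound wells and 100% = 2 mM ZnCl2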
# IDE inh: human IDE inhibitors in live cells, primary screen, fluorescence polarization, HEK cells, FAbetaB substrate. Insulin-degrading enzyme (Homo sapiens), P14735. FAbetaB cleavage. inhibition, % at 5.59 µM. 320,000 tested, 0.41% active. AID 434962, 2010;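 active = percent inhibition above the average of all tested compounds plus 3 SD, set per screening campaign, cut at about 16% in these data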;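 note: IDE supplied by intact live HEK cells; FP after avidin binding of uncleaved biotin substrate so inhibition keeps polarization high; 0% = DMSO wells and 100% = 60 µM reference IDE inhibitor Ii1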
# VIM-2 inh: VIM-2 metallo-beta-lactamase inhibitors, primary screen, biochemical, epi-absorbance readout, Pseudomonas aeruginosa enzyme | 290,000 tested, 0.89% active | inhibition, % at 5.6 µM | purified VIM-2, nitrocefin hydrolysis, epi-absorbance fluorescence;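 active = inhibition above the mean of all tested compounds plus 3 SD, cutoff set per screening run, cut at about 7.5% in these data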;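 note: red hydrolysis product quenches plate fluorescence so inhibitors raise well fluorescence; 0% = enzyme with DMSO and 100% = DMSO without enzyme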
# IDE act: human IDE activators in live cells, primary screen, fluorescence polarization, HEK cells, FAbeta-B substrate; FAbeta-B cleavage; 0% vehicle, 100% cell-free pure enzyme wells; activation, % at 5.96 µM; 340,000 tested, 0.073% active; AID 493087, 2011;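 active = activation above the mean of all tested compounds plus 3 SD, set per screening campaign, cut at about 17% in these data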
# GPR7 antagonist: GPR7 receptor antagonists, primary screen, cell-based, fluorescence, single concentration. Neuropeptides B/W receptor type 1 (Homo sapiens), P48145. GPR7-expressing cells, fluorescence antagonist assay. inhibition, % at 4.4 µM. 290,000 tested, 1.1% active. AID 1861, 2009; in the data active = inhibition above about 16%, passing the limit was not always enough;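 note: cells stimulated with the agonist NPW; 0% = agonist with vehicle and 100% = vehicle without agonist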
# Target sequence (P48145 whole entry, looked up): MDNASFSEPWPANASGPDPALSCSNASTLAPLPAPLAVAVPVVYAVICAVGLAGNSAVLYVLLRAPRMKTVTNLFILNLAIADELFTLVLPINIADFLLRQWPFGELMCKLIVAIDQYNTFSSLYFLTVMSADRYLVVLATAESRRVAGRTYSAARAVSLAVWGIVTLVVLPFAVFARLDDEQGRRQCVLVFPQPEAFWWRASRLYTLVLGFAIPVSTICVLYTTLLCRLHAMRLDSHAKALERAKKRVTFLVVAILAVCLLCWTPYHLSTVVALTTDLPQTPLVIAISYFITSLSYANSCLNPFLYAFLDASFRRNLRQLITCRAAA
# PHOSPHO1 inh: PubChem AID 1565; recombinant PHOSPHO1, absorbance phosphatase assay; inhibition, % at 13.3 µM; 290,000 tested, 1.1% active; in the data active = inhibition above about 60%
# Target sequence (Q8TCT1 whole entry, looked up): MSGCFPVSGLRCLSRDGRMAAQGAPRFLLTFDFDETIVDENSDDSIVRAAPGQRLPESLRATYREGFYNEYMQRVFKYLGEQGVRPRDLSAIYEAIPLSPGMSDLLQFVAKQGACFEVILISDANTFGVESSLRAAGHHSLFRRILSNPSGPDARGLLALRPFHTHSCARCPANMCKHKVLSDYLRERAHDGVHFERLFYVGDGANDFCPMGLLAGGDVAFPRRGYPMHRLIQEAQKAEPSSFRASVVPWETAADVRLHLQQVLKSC
# IMP-1 inh: IMP-1 metallo-beta-lactamase inhibitors, primary screen, biochemical, epi-absorbance readout, Pseudomonas aeruginosa enzyme; purified IMP-1, nitrocefin hydrolysis, epi-absorbance fluorescence; metallo-beta-lactamase IMP-1 (Pseudomonas aeruginosa); inhibition, % at 5.6 µM; 290,000 tested, 0.45% active; AID 1556, 2009;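 active = inhibition above the mean plus 3 SD of all compounds in the same screening run, cut at about 4.5% in these data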;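 note: 0% = IMP-1 with DMSO and 100% = DMSO wells lacking enzyme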
#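 System: Purified IMP-1 | Read-out basis: Percent enzyme inhibition | Controls: IMP-1 with DMSO as 0%, enzyme-free DMSO as 100% | Replicates: One well per compound | Doses: 5.6 µM nominal single concentration | Detection: Epi-absorbance fluorescence, 480 nm excitation, 530 nm emission | Incubation: 25 °C, 15 min preincubation, 25 min reaction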
# NALP1 inh: NALP1 inflammasome inhibitors in reconstituted yeast, colorimetric, S. cerevisiae, triplicate retest; AID 2071, 2009; S. cerevisiae NALP1/ASC/caspase-1 growth, X-gal OD620, 72 h; 280,000 tested, 0.61% active; inhibition, % at 10 µM; in the data active = inhibition mostly above about 24%, no sharp cut-off; inactive = mostly below about 32%; note: some compounds called inactive have numbers as strong as hits
# p-CIP stab down: p/CIP-EGFP fusion destabilizers, primary screen, fluorescence, F442A cells; 16 h; decrease of EGFP signal, % at 10 µM; 290,000 tested, 0.01% active;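 active = EGFP signal decrease of at least 30% at 10 µM or well 3 SD below plate mean, unless failing retest; inactive = the rest, including hits failing retest or dose response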; note: some compounds called inactive have numbers as strong as hits; many of its hits are not listed in these tables
# * = called active by the depositor; x = no result given. An unsorted share of the library; overall some 5.3% were active at least once.
SMILES,PfM18AAP inh,IDE inh,VIM-2 inh,IDE act,GPR7 antagonist,PHOSPHO1 inh,IMP-1 inh,NALP1 inh,p-CIP stab down
c1ccc(-c2cc(-c3nnc4n3N=C(c3ccc5ccccc5c3)CS4)[nH]n2)cc1,-1,2,-0.3,4,4,17,-1.1,40,-17
CCOc1ccccc1C(=O)NCC(=O)O,-1,3,-1.8,6,-7,-9,-0.9,14,2
Cc1ccc(S(=O)(=O)N2CCN(c3ncnc4c3cnn4-c3ccccc3)CC2)cc1,10,1,-2.5,2,-12,4,-0.9,17,-1
S=C(Nc1ccc(Cl)cc1)NC1CCCCC1,3,11,-2.3,0,-14,30,-4.2,3,-22
COc1cc(N(C(=O)Cc2cccs2)C(C(=O)NC2CCCCC2)c2cccc(OC)c2OC)ccc1-n1cnnn1 (centres undefined),-1,4,-4.8,6,5,-17,-4.0,-48,7
CC(C)(C)N(Cc1ccccc1)C(=O)COC(=O)Cn1cnc2ccccc2c1=O,6,-2,-2.9,2,-8,27,-3.9,24,-12
O=C1[C@@H]2Cc3c([nH]c4ccccc34)[C@@H](c3ccccc3)N2C(=O)[C@@H]2Cc3c([nH]c4ccccc34)[C@@H](c3ccccc3)N12,2,x,-1.6,x,27,8,-1.8,14,-3
Cc1cc(C)n2nc(C(=O)OCC(=O)c3cc(C)n(CC4CCCO4)c3C)nc2n1 (centres undefined),0,-4,-1.7,3,1,22,-2.6,-1,-12
COc1cccc(CNCCSc2nnnn2C)c1OC,6,-1,-1.8,-5,-5,15,0.6,7,-5
CCOC(=O)c1cnn(-c2ccccc2)c1-n1cccc1,-5,3,1.1,-1,-7,-6,-2.0,2,-9
COc1ccc(N(CC(=O)Nc2ccc(S(=O)(=O)N3CCOCC3)cc2)S(=O)(=O)c2ccccc2)cc1,-2,-3,-3.0,-1,1,38,-2.1,13,3
Cc1ccc(-n2c(SCC(=O)N3CCC(C(=O)O)CC3)nc3ccccc3c2=O)cc1C,-1,-4,-0.8,1,-12,30,-0.8,22,-9

# 3 entries already listed, sorted by the number in PHOSPHO1 inh, lowest first.
SMILES | PfM18AAP inh | IDE inh | VIM-2 inh | IDE act | GPR7 antagonist | PHOSPHO1 inh | IMP-1 inh | NALP1 inh | p-CIP stab down
CCOc1ccccc1C(=O)NCC(=O)O | -1 | 3 | -1.8 | 6 | -7 | -9 | -0.9 | 14 | 2
CCOC(=O)c1cnn(-c2ccccc2)c1-n1cccc1 | -5 | 3 | 1.1 | -1 | -7 | -6 | -2.0 | 2 | -9
S=C(Nc1ccc(Cl)cc1)NC1CCCCC1 | 3 | 11 | -2.3 | 0 | -14 | 30 | -4.2 | 3 | -22

# Next section
SMILES,PfM18AAP inh,IDE inh,VIM-2 inh,IDE act,GPR7 antagonist,PHOSPHO1 inh,IMP-1 inh,NALP1 inh,p-CIP stab down
CC(Oc1ccc(F)cc1)C(=O)Nc1cc(S(=O)(=O)N2CCOCC2)ccc1N1CCCC1 (centres undefined),-2,0,-1.4,8,6,-9,-1.2,23,-4
C/C(=N\Nc1ccc(Cl)cc1)c1ccncc1,0,-1,-0.1,1,-2,24,-1.5,17,4
O=C(O)C1CCCN1c1ncccn1 (centres undefined),3,2,-1.7,-3,-16,1,-1.6,8,-13
COc1ccc(S(=O)(=O)Nc2cccc(C)c2C)c2cccnc12,0,0,0.0,6,-11,30,-1.2,4,-16
CCOC(=O)C1CCN(CC(=O)N(CC(C)C)c2c(N)n(CC(C)C)c(=O)[nH]c2=O)CC1,10,7,-1.8,-5,-6,8,-2.1,6,-12
CC(Nc1ccc(F)cc1)=[N+](C)CCNS(=O)(=O)c1ccc(Cl)cc1,0,4,-1.8,-1,-5,5,-3.3,-12,-5
NS(=O)(=O)c1ccc(NS(=O)(=O)/C=C/c2ccccc2)cc1,3,1,-1.2,3,0,16,-1.3,-3,1
COc1cccc(CC2(CO)CCCN(Cc3sc(N4CCCC4)nc3Cl)C2)c1 (centres undefined),3,0,-1.6,5,-11,31,-2.6,10,-4
O=C(Oc1ccc(Br)cc1)c1cccnc1,14,1,0.5,0,-1,36,-2.9,14,-1
Cc1cc(C)nc(SCc2nnc(SCC(=O)Nc3ccc(Cl)c(C(F)(F)F)c3)o2)n1,-8,-2,-2.0,4,-1,38,-6.2,14,-11
CC(=O)c1cccc(NC(=O)CN(C2CCCCC2)S(C)(=O)=O)c1,-2,7,-0.8,-2,-13,7,-0.1,0,-6
Cc1cc(OC(=O)c2cccc(Br)c2)c([N+](=O)[O-])c(=O)[nH]1,9,4,-3.5,8,-6,31,-2.6,20,-7
CC(C)c1nnc(NC(=O)CSc2ccccc2)s1,1,-2,-2.6,-1,12,-34,-4.4,3,-13
Cc1ccc(Sc2ncccc2C(=O)O)cc1,0,1,-2.6,2,-3,-6,-3.5,16,-10
CCCCCC1CCC(c2n[nH]c(=S)n2C)CC1 (centres undefined),-15,1,-3.0,0,0,-13,-2.3,13,-5
O=C(Nc1ccc(Cl)cc1)N(CCCN1CCOCC1)Cc1cccs1,-6,1,2.8,3,8,-9,-1.3,9,6
CCCCC(=O)Nc1ccc2c(c1)nc1n2CCOC1,-15,-3,-2.8,3,-15,7,-0.1,1,-11
Cc1ccc(OCc2cn3cccnc3n2)cc1,1,2,-4.0,5,-2,-27,-4.4,27,-15
CCC1S/C(=N\S(=O)(=O)c2cccs2)N(C2CCCCC2)C1=O (centres undefined),14,6,-0.9,4,1,2,-2.7,1,-15
CN(Cc1ccccc1)C(=O)CCCn1c(=O)[nH]c2cc(Cl)ccc2c1=O,0,1,-3.0,3,2,4,-2.4,-10,-8
Cc1ccc(CN(C(=O)COc2ccc([N+](=O)[O-])cc2)C2CCS(=O)(=O)C2)o1 (centres undefined),-1,1,-2.4,3,-3,12,-3.8,0,0
O=C(Nc1ncc2c(n1)-c1ccccc1OC2)c1ccc(F)cc1,3,-1,-8.6,0,-3,37,-6.2,9,-6
COc1ccc(N/C=C/C(=O)c2ccccc2)cc1,9,4,-1.4,-1,8,50,-2.8,17,8
Cc1ccc(O)c(CNc2ccccn2)c1,5,9,-2.5,10,-5,9,-3.9,14,-8
CC(C)N1CCc2c(sc(NC(=O)c3ccco3)c2C(N)=O)C1,16,-2,1.5,3,22,58,3.9,19,-17
COC(=O)c1cc(S(=O)(=O)Nc2nn(C)c3ccccc23)oc1C,-1,7,-2.1,0,-13,-2,-0.8,-5,3
Nc1ccc(-c2nnc(-c3ccccc3)o2)cc1,8,2,-2.4,0,1,4,-4.0,11,-16
CCOc1ccc(NC(=O)CN2C(=O)S/C(=C/c3cccn3C)C2=O)cc1,3,-5,-2.9,-1,0,21,-3.8,22,5
Cc1cc(CNC(=O)c2cccc([N+](=O)[O-])c2C)c2ccccc2n1,-12,-3,1.8,-1,19,24,-2.9,-1,-12
COc1ccc2c(c1)CC/C(=C\c1ccc(C)o1)C2=O,-35,4,3.9,-6,-5,14,1.5,x,-9
Cc1c(NC(=O)C2Cc3ccccc3CN2C(=O)c2ccco2)c(=O)n(-c2ccccc2)n1C (centres undefined),0,4,-1.8,0,-1,-1,-2.5,-26,-12
Cc1ccc(N(CC(=O)NC(C)C)C(=O)CCC(=O)Nc2nccs2)cc1,-3,6,-1.2,1,1,-11,-2.0,4,2
CCOc1ccc(N(C)S(=O)(=O)c2cc(-c3cc(C)no3)ccc2C(C)C)cc1,-2,-1,-1.0,4,-1,30,-0.2,18,4
CCN1CCN(c2cc(C)c3cc(NC(=S)NCc4cccs4)ccc3n2)CC1,-7,1,1.7,0,-1,37,0.3,-13,-1
Cn1c(O)c(C2=c3ccccc3=NC2=O)sc1=Nc1ccc(Cl)cc1,-14,1,1.5,3,1,0,0.4,18,-17
Cc1ccc(NC(=O)CSc2nnc(C)c(=O)[nH]2)cc1C,7,-6,-2.6,-4,-20,-2,-2.4,-9,11
CCN(CC)c1ccc(CN(C(=O)c2cccs2)C2CCS(=O)(=O)C2)cc1 (centres undefined),13,2,-1.5,-2,-2,24,-2.0,4,-12
CC(C)NC(=O)CSc1nc(N)c(NC(=O)c2ccccc2F)c(=O)[nH]1,4,-2,-2.7,4,1,-16,-2.0,38,-15
O=C(CSc1ccc2nnc(-c3cccnc3)n2n1)Nc1ccccc1,-6,-2,0.8,2,-26,13,-0.2,17,0
CC(C)(C)c1ccc(S(=O)(=O)N2CCC(CO)(CC3CCCCO3)CC2)cc1 (centres undefined),-2,1,-2.8,-3,8,34,-0.6,0,-6
N/C(Cc1ccc([N+](=O)[O-])cc1)=N\OC(=O)CC1CCCCC1,1,-2,-0.1,-1,-7,-1,-1.1,39,-8
Cc1ccc(S(=O)(=O)N2CCN(CC(=O)Nc3ccc(N4CCOCC4)cc3)CC2)cc1C,-2,0,-2.7,6,-7,-12,-2.0,16,14
COc1ccc(N2C(=O)C3CCCN3C2=S)cc1 (centres undefined),6,0,-1.8,2,-11,11,-2.7,13,-6
O=C(NCc1ccccc1)C(=O)NCC1COc2ccccc2O1 (centres undefined),-4,4,0.1,-1,-4,-1,3.1,4,9
O=c1[nH]c(/C=C/c2ccccc2Cl)c([N+](=O)[O-])c(=O)[nH]1,2,x,0.6,4,-14,24,-1.1,11,-7
COc1ccccc1Nc1nc(N)nc(CN2CCN(Cc3ccccc3)CC2)n1,-7,2,-1.8,-2,2,-14,-2.9,9,-10
CCn1cc(C(=O)N(CCC(C)C)c2c(N)n(Cc3ccccc3)c(=O)[nH]c2=O)c(=O)c2ccc(C)nc21,-3,0,-1.3,6,-5,12,-2.1,-26,-10
O=C(Nc1ccccc1C(F)(F)F)c1cc(-c2ccc(O)cc2)on1,-1,-4,-1.6,5,-10,-8,-1.2,14,-4
C=CCOc1ccccc1CN1CCCN(C)CC1,0,-2,-1.6,6,-7,46,-1.6,1,-7
CC(C)CCNC(=O)Cn1c(NCCC(C)C)nc2c1c(=O)n(C)c(=O)n2C,4,8,-3.1,x,-12,x,-2.0,x,x
COc1ccc(N2CC(C(=O)N/N=C/c3cccs3)CC2=O)cc1 (centres undefined),-8,1,-3.1,5,-10,-15,-3.0,-75,3
CC(C)OCC1CC(CC(=O)NC(=S)Nc2cccc([N+](=O)[O-])c2)C(=O)O1 (centres undefined),-2,-1,-1.3,-5,6,14,0.1,8,2
COc1ccc(-n2c(C)nc3c(cnn3-c3ccc(Cl)cc3)c2=O)cc1,2,5,-0.5,4,4,-7,0.6,6,-6
CN(C)S(=O)(=O)N1CCN(C(=O)c2cccc(Br)c2)CC1,-2,0,-4.0,4,-2,4,-3.8,-6,-10
CCOc1ccc(S(=O)(=O)N2CCC(C(=O)NCCc3ccccc3)CC2)cc1,-3,0,-0.1,1,-6,39,-1.4,4,6
Cc1ccc(NC(=O)C2CCN(C(=O)NCc3ccccc3)CC2)cc1C,-4,6,-3.7,1,-7,11,-4.0,10,8

# Screening data (PubChem)
